Source: PubChem BioAssay
IkB signaling: IkB pathway inhibition in ABC-DLBCL cells | ABC-DLBCL IkBa-CBG/CBR dual luciferase ratio, 4 h; response scale: scaled: untreated 0%, proteasome inhibitor 100% | Potency, µM (top dose mostly 57.1 µM), inactives show at the highest dose IkBa stabilization activation | 0.04% of 110,000 active | AID 445; active = well fitted curve in the direction sought with a large enough effect in the signal ratio, not every such curve was filed as active; inconclusive = small, poorly fitted or top-dose-only effect, or a change in a side signal; the % refers to the signal ratio;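 also: the direction sought is a rising ratio; 0% = basal untreated cells and 100% = reference inhibitor full response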
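Curves were fitted separately to fusion (green), unfused (red) and ratio luminescence, then classed by r2, magnitude and activity. Cells: OCI-Ly3, 4 h compound plus doxycycline at 37C; 10 uM MG-132 defined full response.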
p53ts 32C tox: p53ts cell cytotoxicity, permissive temperature; Potency, µM (top dose mostly 46.1 µM), for inactives: at the top dose activity change, negative = cytotoxicity, usual class: cytotoxic; 0.93% of 130,000 active; AID 924; H1299-p53A138V at 32C, ATP luminescence viability, 24 h;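 also: 0% = DMSO and -100% = full killing by reference compound; nearly all actives have a fitted effect of over 55% in size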
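H1299-p53 A138V cells (temperature-sensitive p53) exposed 24 h to up to 46 uM compound at 32C, where p53 is wild-type in conformation. Viability read as ATP luminescence and normalised to DMSO and 100 uM tamoxifen. AC50 fitted with the Hill equation.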
p53ts 39C kill: cytotoxicity in p53ts cells at nonpermissive temperature. H1299-p53A138V viability at 39C, ATP luminescence, 24 h. Potency, µM (doses to about 46.1 µM), for the others: at the highest dose activity change, negative = cell killing, usual class: cytotoxic. 1.5% of 130,000 active. AID 902; also: nearly all actives have a fitted effect of over 55% in size
Peg3 imprint: induces erasure of genomic imprints in mouse ES cells; Potency, µM (titrated, usually from 60.7 µM), inactives show top-dose activity change, positive = activation, usual class: activators; AID 1948; mouse ES Peg3-LacZ reporter, beta-gal luminescence, 40 h; 0.02% of 110,000 active;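 also: 0% = negative control wells on the plate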
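Each well holds 300 Peg3LacZ-Neo (maternal) female ES cells incubated 40 h at 37C, 5% CO2. LacZ is measured by BetaGlo luminescence, with AC50 and maximum efficacy derived from dose-response curves.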
Numbers without * were called inactive; u = inconclusive; x = no result given; & = joins results of further samples; [ ] = another dose, or the depositor's remark. Unless noted, calls follow the shape of the dose curve; as a rule, active = well fitted curve in the direction sought with a large enough effect; inconclusive = small, poorly fitted or top-dose-only effect, or another doubt; inactive = no such curve, though single readings can be large; an effect the other way counts as inactive or inconclusive. Unless noted, % is scaled to controls: 0 for no effect and ±100 for the full control effect; potency is read from the fitted curve at half-maximal effect. An unsorted share of the library; 1.7% or so of the library scored in one or more.

smiles	IkB signaling	p53ts 32C tox	p53ts 39C kill	Peg3 imprint
COc1cc(-c2nnc(SCC(=O)N3CCCC3)o2)cc(OC)c1OC	1.5%	-3%	-14%	-11%
Cc1ccccc1Cn1c2ccccc2c2cnn(CC(=O)NC3CCC(C)CC3)c(=O)c21 (stereo unspecified)	5.3%	-11%	-24%	3%[10.9 µM]
Cn1c(C(=O)NCc2ccccc2Cl)cc2sc(Cl)cc21	u	-28%	u	-6%[10.9 µM]
Cn1c(=O)c2c(nc(NC(Cc3ccccc3)C(=O)O)n2Cc2ccccc2)n(C)c1=O (stereo unspecified)	2.5%	11%	-10%	-17%
COc1ccccc1N1CCN(S(=O)(=O)c2ccc3c(c2)oc(=O)n3C)CC1	-1.9%	13%	19%	21%[10.9 µM]
CCOC(=O)N1CCN(C(=O)CN(c2ccc(C)c(C)c2)S(=O)(=O)c2ccccc2)CC1	3.2%	-2%	-1%	-13%
CCC(C)NC(=O)c1ccccc1NS(=O)(=O)c1ccc(OC)c(OC)c1 (stereo unspecified)	0.6%	-7%	5%	6%
O=C(Nc1ccc2c(c1)C(=O)N(c1ccccc1)C2=O)C1CCCO1 (stereo unspecified)	x	-16%	-5%	x
COc1cc2cc3c4cc(OC)c(OC)cc4cc[n+]3c(C)c2cc1OC	1.1%[25.6 µM]	-11%	1%	-19%
Cn1c(=O)c2[nH]c(C3CCCC3)nc2n(C)c1=O	-0.6%	-2%&6%	13%&9%	-3%&-4%
COc1cccc(NC(=O)CCSc2nc(-c3ccco3)cc(C(F)(F)F)n2)c1	u	-3%	-13%	-4%[10.9 µM]
CCOc1ccccc1NC(=O)C1CCN(S(=O)(=O)c2cccs2)CC1	2.7%	12%	4%	-14%[10.9 µM]
Cc1cccn2c(=O)cc(COc3cccc(NC(=O)COc4ccccc4)c3)nc12	3.7%	-4%	-15%	28%[10.9 µM]
Cc1ccc(S(=O)(=O)c2nc(-c3ccc(F)cc3)oc2SCC(=O)c2ccccc2)cc1	-3.4%	3%	9%	-14%[10.9 µM]
CCOC(=O)CCc1c(C)c2ccc(OCC(=O)N(CC)CC)c(C)c2oc1=O	u	-1%	9%	-13%
CCNc1ncc2nc(-c3ccccc3)c(=O)n(C)c2n1	-3.3%[11.4 µM]	u	-26%	-12%
Cc1cc(CNC(=O)C(C)Cc2ccccc2)nn1C (stereo unspecified)	x	22%	9%	-3%
CCOc1ccccc1NC(=O)CC1Nc2ccccc2NC1=O (stereo unspecified)	u	-4%&-10%	11%&18%	-12%
Cc1ccc(C)c(C(=O)N(Cc2nc(-c3ccc(Cl)cc3)no2)C(C)C)c1	u	44%[activator]	13%	-15%
O=C(Nc1cccc2cccnc12)c1cccc2c(Br)cccc12	-3.7%	-5%	20%	-4%[10.9 µM]
O=C(Nc1cc(-c2nc3ccccc3o2)ccc1Cl)c1sc2c([N+](=O)[O-])cccc2c1Cl	-0.2%	-5%	21%	7%[10.9 µM]
Cc1ccc(CC2CC(=O)N(Cc3ccco3)C2=O)cc1 (stereo unspecified)	0.0%	8%	1%	-15%
CCc1nn(CC(=O)NCCc2ccc(Cl)cc2)c(=O)c2cc3ccccc3n12	u	2%	-19%	-7%[10.9 µM]
CCc1[nH]nc2c1C1(CCN(C(=O)OCc3ccccc3)CC1)C(C#N)=C(N)O2	3.1%	-6%	-5%	3%
N#CC1(c2c(O)nc3n(c2=O)CCCS3)CCCCC1	-0.9%	9%	4%	0%
CCS(=O)(=O)N1CCC(n2c(C(F)(F)F)nc3cccnc32)CC1	-2.2%	6%	-8%	-5%[10.9 µM]
COc1ccc(S(=O)(=O)N2CCC(Oc3ccc(-n4cnnn4)cc3)CC2)cc1OC	-0.7%	10%	-10%	15%[10.9 µM]
CC(C)(C)C(=O)Cn1c(=O)n(CC2CCCO2)c(=O)c2ccccc21 (stereo unspecified)	1.1%	6%	14%	-5%
CCOc1ccc(OCC)c(NC(=O)c2csc3c2CCCC3)c1	1.1%	10%	-20%	26%[10.9 µM]
Cc1c(Cl)cccc1NC(=O)c1ncoc1-c1ccco1	0.6%	-8%	-16%	2%[10.9 µM]

The list goes on:
smiles	IkB signaling	p53ts 32C tox	p53ts 39C kill	Peg3 imprint
CC(C)(C)NC(=O)C(c1ccccc1)N(C(=O)c1csnn1)C1CC1 (stereo unspecified)	0.6%	-3%	2%	-4%
CN(C)Cc1c(O)ccc2[nH]cnc12	0.4%	0%	7%	-2%
COC(=O)c1ccccc1NC(=O)CSc1nc(-c2ccccc2)cc(C(F)(F)F)n1	u	7%	11%	-8%[10.9 µM]
CCN(CC)S(=O)(=O)c1ccc2c(c1)nc(CCC(=O)OCc1c(C)noc1C)n2C	0.2%	-8%	5%	-6%
Cc1c(C#N)c2ccccc2n1CC(=O)NCCc1c[nH]c2ccccc12	u	-8%	-14%	-14%
CCCCC(=O)Oc1ccccc1C(=O)O	x	0%	-8%	-3%
N#Cc1nc(COc2ccc(Br)cc2)oc1N1CCCCCC1	4.1%	-6%	0%	-15%
O=C(Nc1cc(Cl)cc(Cl)c1)c1ccc(F)c(S(=O)(=O)NCc2ccccc2Cl)c1	u	u	u	u
Cc1ccc2oc(=O)c3cnn(CC(=O)N4CCN(c5cc(Cl)ccc5C)CC4)c3c2c1	u	u	u	-7%[10.9 µM]
COc1ccc(NC(=O)Nc2c[nH]c(=O)[nH]c2=O)c(OC)c1	0.0%	4%	0%	24%[10.9 µM]
O=C(N/N=C\c1ccc(-c2ccc([N+](=O)[O-])cc2)o1)c1ccc2c(c1)OCO2	x	-18%	2%	x
CC(C)(C)NC(=O)CSc1nnc(NC(=O)CCn2cnc3ccccc3c2=O)s1	1.2%	2%	3%	-15%
Cc1ccc(C)c(NC(=O)CSc2nc(=O)n(Cc3ccccn3)c3c2CCC3)c1	u	-7%	7%	9%[10.9 µM]
CCc1ccc(Sc2cc(C(=O)NCCCN3CCCC(C)C3)c3ccccc3n2)cc1 (stereo unspecified)	u	u	u	-11%[10.9 µM]
CN(Cc1nc2ccccc2n1C)S(C)(=O)=O	-0.2%	1%	3%	-5%
O=C(c1ccc(Cl)cc1)C1CCN(C(=O)NC2CCCCC2)CC1	u	3%	-7%	-23%
CC(C)(C)NC(=O)COC(=O)c1ccc(S(=O)(=O)N2CCCCCC2)cc1	-0.1%	-5%	-2%	0%
Cc1cccc(-c2nc3nc(C)cc(NCc4ccccc4Cl)n3n2)c1	u	0%	1%	-7%[10.9 µM]
CCn1c(SCC(=O)c2cc(C)n(CC3CCCO3)c2C)nc2ccccc21 (stereo unspecified)	u	-6%	-5%	-14%
O=C(COc1ncnc2ccccc12)c1ccc2c(c1)OCCO2	4.3%	u	u	-23%
Cn1cnnc1SCC(=O)n1c2ccccc2c2ccccc21	-0.4%	7%	-6%	13%
Cc1ccc(-n2[nH]c(C)c(C=Nc3ccc(C)cn3)c2=O)cc1	2.0%	13µM*	13µM*	-47%[inhibitor]
COc1ccccc1CN1CC[C@@]2(CCCN(S(C)(=O)=O)C2)C1	-1.1%[11.4 µM]	-7%	0%	x
CCCOc1cccc(C(=O)N(Cc2ccc(C)o2)C2CCS(=O)(=O)C2)c1 (stereo unspecified)	-0.3%	9%	16%	-2%[10.9 µM]
CC(C)Oc1ccc(C2C(C(=O)c3ccco3)=C(O)C(=O)N2CCCN(C)C)cc1 (stereo unspecified)	0.9%	-7%	12%	-7%
O=C(CN1CCN(c2ccccc2)CC1)Nc1cccc(C(F)(F)F)c1	2.1%	13%	0%	2%
Cc1cccc(CNC(=O)c2ccc(Cn3c(=O)c4cccn4c4cccnc43)cc2)c1	-0.6%	-1%	-28%	8%[10.9 µM]
O=C(O)c1cccc(Nc2nc(N3CCOCC3)nc(N3CCOCC3)n2)c1	3.0%	-4%	6%	-8%
CCNc1ncc2nc(-c3cn(C)c4ccccc34)c(=O)n(Cc3ccc(F)cc3)c2n1	-1.8%[11.4 µM]	13%	3%	5%
COc1ccc(-c2cc3ccc(O)c(CN4CCCC4)c3oc2=O)cc1	0.6%	-6%	-7%	-12%[10.9 µM]

A section of the results above, as a working copy:
smiles	IkB signaling	p53ts 32C tox	p53ts 39C kill	Peg3 imprint
N#Cc1nc(COc2ccc(Br)cc2)oc1N1CCCCCC1	4.1%	-6%	0%	-15%
O=C(Nc1cc(Cl)cc(Cl)c1)c1ccc(F)c(S(=O)(=O)NCc2ccccc2Cl)c1	u	u	u	u

Further entries:
Values in the order: IkB signaling	p53ts 32C tox	p53ts 39C kill	Peg3 imprint
Cc1ccc(C(=O)Cn2c3c(sc2=N)CCCC3)cc1
    -0.3%	2µM*	1.6µM*	-76%[inhibitor]
CC(c1ccccc1)C(CC(=O)O)C(=O)NC1CCCCC1 (stereo unspecified)
    5.9%	-1%	6%	0%
Cn1c(CSc2nc3ccccc3s2)nnc1SCC(=O)NCCN1CCOCC1
    x	8%	2%	x
CCOC(=O)c1ccc(N2C(=O)c3n[nH]c(C)c3C2c2ccc(C(C)C)cc2)cc1 (stereo unspecified)
    0.4%	-8%	-17%	-12%[10.9 µM]
Clc1ccc(-c2nn3c(-c4ccccn4)nnc3s2)c(Cl)c1
    1.9%	1%	-3%	2%
CCOCCCNC(=O)C(c1ccc(C)cc1)N(Cc1ccc2c(c1)OCO2)C(=O)c1ccc(NC(C)=O)cc1 (stereo unspecified)
    1.9%	7%	-18%	-8%[10.9 µM]
Clc1nccc2c1ccc1ccccc12
    x	12%	18%	-5%
Cc1ccc(-c2nnc(Nc3ccc(OC(F)(F)Cl)cc3)c3ccccc23)cc1S(=O)(=O)NC(C)(C)CO
    u	3%	4%	-19%[10.9 µM]
Cc1ccc2c(c1)CC1(CN2C)C(=O)OC2(CCCCC2)OC1=O
    0.6%	6%	1%	-6%
COC(=O)[C@@]1(Cc2ccc(OC)cc2)[C@H]2c3cc(C(=O)N4CCCC4)n(CCc4ccccn4)c3C[C@H]2CN1C(=O)c1ccccc1
    x	-1%	-23%	-3%
O=C(O)c1ccc2c(c1)ncn2C1CCCCCC1
    1.7%	-5%	-11%	3%
COc1ccc(-c2cc(OC(=O)c3ccc(F)cc3)c3c(C)oc(C)c3c(=O)c2)cc1OC
    u	3%	22%	6%[10.9 µM]
c1coc(-c2nnc(-c3cccs3)o2)c1
    -0.4%	-4%	-8%	-59%[inhibitor]
COc1ccc(C2Sc3ccccc3N(CCN(C)C)C(=O)C2OC(C)=O)cc1 (stereo unspecified)
    x	0%	5%	-8%
O=c1c2c3nc4ccccc4nc3n(CCN3CCOCC3)c2ncn1CCN1CCOCC1
    1.2%	-7%	1%	3%

Ordered by value in Peg3 imprint (low to high): 4 from the list above
Structure	Peg3 imprint
Clc1nccc2c1ccc1ccccc12	-5%
CC(c1ccccc1)C(CC(=O)O)C(=O)NC1CCCCC1 (stereo unspecified)	0%
Clc1ccc(-c2nn3c(-c4ccccn4)nnc3s2)c(Cl)c1	2%
O=C(O)c1ccc2c(c1)ncn2C1CCCCCC1	3%

Further entries follow.
Values in the order: IkB signaling	p53ts 32C tox	p53ts 39C kill	Peg3 imprint
COC(=O)c1cc2sccc2n1CC(=O)N1CCCc2ccccc21
    3.9%	3%	8%	-7%
O=C1CNC(=O)c2c(nc3n2CCC3)N1
    0.4%	1%	1%	5%
CC(C)=CCNc1ncnc2nc[nH]c12
    -0.3%[11.4 µM]	1%[9.22 µM]	12%[9.22 µM]	1%[10.9 µM]
CC1=C(C)CS(=O)N(c2ccc(S(N)(=O)=O)cc2)C1 (stereo unspecified)
    u	2%	-8%	-33%[inhibitor]
O=C(CSc1ccccc1)Nc1cccnc1
    0.5%	4%	7%	-8%
COC(=O)CSc1nnc(-c2cccnc2)n1-c1cccc(OC)c1
    0.0%	4%	7%	-11%
Cc1ccc(S(=O)(=O)C(C#N)c2nc3ccccc3nc2N2CCCC2)cc1C (stereo unspecified)
    9.8%	1%	-2%	-16%
Cc1c(Cl)cccc1NC(=O)CSCc1cc(=O)[nH][nH]1
    3.8%	0%	21%	-1%
